# Compound activity deposited in PubChem by Broad Institute.
# miR-122 sensor – inhibitors of miR-122 in Huh7 cells. Huh7 miR-122 Renilla luciferase sensor, 48 h; neutral wells = 0, positive control = 100. activation (reporter increase), % at 12.5 µM. 0.3% of 340,000 active;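 active means mean replicate activation score at least 90 and every replicate individually at or above 90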;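 further: higher luciferase means less miR-122 activity so hits act as miR-122 inhibitors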
# Cneo AK release – Cryptococcus neoformans lysis via adenylate kinase release; C. neoformans lysis, adenylate kinase release luminescence, 4 h; normalised: neutral wells 0, clomiphene wells 100; lysis activity, % at 15 µM; 0.2% of 360,000 active; AID 651654;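 active means mean lysis activity across replicates of at least 80%, whatever share of replicates individually reach that level; inactive means mean lysis activity below 80%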
#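 Test system: log-phase Cryptococcus neoformans yeast cells. Input: 5 × 10^6 yeast cells/mL. Medium: fresh YPD growth medium. Doses: single dose. Incubation: static 4 h at 37 °C with compound, 1 h detection. Measured by: luminescent adenylate kinase detection reagent. Read-out: signal increase indicating cell lysis. Benchmarks: Clomiphene.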
# * = called active by the depositor. Not all compounds are listed. The share of hits here may be higher or lower than overall.
SMILES,miR-122 sensor,Cneo AK release
Cc1cc(NS(=O)(=O)c2ccccc2)n(-c2ccccc2)n1,0.6,0.2
Cc1noc(C)c1CSc1nc2[nH]ncc2c(=O)n1-c1ccccc1,23.7,1.8
O=C(NC1CCCCC1NC(=O)c1cccs1)c1cccs1 (stereo not drawn),11.1,0.0
COc1cccc(NC(=O)CN(C)S(=O)(=O)c2ccc(C)cc2)c1,1.1,4.2
Cc1ccc(NC(=O)COc2ccc(/C=N\NC(=O)c3cccnc3)cc2)cc1C,4.4,1.6
Cc1nc(CC(=O)c2ccc(O)cc2O)cs1,-7.1,-0.4
Cc1cccc(Nc2nc3c(c(=O)n(C)c(=O)n3C)n2CC(O)CO)c1 (stereo not drawn),14.6,-5.3
O=C(NCc1ccccc1)NC1CC2CCC(C1)N2Cc1ccco1 (stereo not drawn),-6.8,-4.7
CNS(=O)(=O)c1cccc(C(=O)OCC(=O)C23CC4CC(CC(C4)C2)C3)c1,1.9,-5.6
O=C(CNC(=O)c1ccco1)OCc1ccc(Br)cc1,0.7,4.1
CCC(C)(C)n1nnnc1CN1CCN(c2nc3cc(OC)ccc3cc2C#N)CC1,-4.6,10.8
COc1ccc(C(C)=O)cc1COC(=O)c1ccc2c(c1)OCO2,-2.3,6.5
COc1ccc(CNC(=O)CSc2nnc(-c3ccc(NC(C)=O)cc3)n2C)cc1,9.8,-1.5
Nc1nc(-c2ccccc2)cc(N2CCCCC2)n1,57.1,-1.7
COC(=O)C1CCN(C(=O)c2sc3nc(-c4ccccc4)cn3c2C)CC1,12.7,-1.1
CCCC(=O)N1CCC1(C)C(=O)Nc1ccc2scnc2c1 (stereo not drawn),-4.4,-2.8
CC(C)OC(=O)CSc1nnc(-c2cnccn2)n1-c1ccc(Cl)cc1,0.7,-0.6
COc1cc(OC)c(OC)cc1CNC1CCCCCC1,9.7,-3.1
CCOC(=O)c1sc(C)c2c1NC(C)(c1cccs1)NC2=O (stereo not drawn),11.0,-2.4
CC1C(=O)N(Cc2cn(CC3CCCCC3)nn2)CCS(=O)(=O)N1Cc1ccc(-c2ccc(Cl)cc2)cc1 (stereo not drawn),-5.4,-4.1
CCCCCc1c(C)nc(NCc2ccccc2)[nH]c1=O,-7.3,-1.8
CCCC(=O)N1CCC1(C)C(=O)Nc1scc(C)c1C#N (stereo not drawn),-2.4,-0.7
CC1=C(C(=O)OC(C)C)C(c2cccs2)N2C(=O)C(C)SC2=N1 (stereo not drawn),-5.2,8.1
COc1ccc(CCC(=O)Nc2ccc(Br)cn2)cc1,-4.3,-0.8
Cc1ccc(N2C(=O)C(Cc3ccccc3)NC2=S)cc1 (stereo not drawn),-0.3,-10.9

# Structural class: the entries above with two or more sulfur atoms
SMILES,miR-122 sensor,Cneo AK release
O=C(NC1CCCCC1NC(=O)c1cccs1)c1cccs1 (stereo not drawn),11.1,0.0
CCOC(=O)c1sc(C)c2c1NC(C)(c1cccs1)NC2=O (stereo not drawn),11.0,-2.4
CC1=C(C(=O)OC(C)C)C(c2cccs2)N2C(=O)C(C)SC2=N1 (stereo not drawn),-5.2,8.1

# Next compounds:
SMILES,miR-122 sensor,Cneo AK release
CN1c2ccccc2N(C)C1c1ccc2c(c1)OCO2,2.1,0.1
CCc1ccc(C(=O)NC2CCCCC2)s1,3.2,-1.7
COC(=O)c1c(NC(=O)CC2Nc3cc(C)c(C)cc3NC2=O)sc(C)c1C (stereo not drawn),-0.1,-1.9
Cc1ccc(N)cc1-n1c(C)ccc1C,7.5,-0.7
CCCc1ccc(OCC(=O)O)cc1,-2.9,-2.8
O=c1c2cccc3c2c(nn1-c1ccccc1)-c1ccccc1-3,5.9,-1.6
Cc1ccc(C(=O)COC(=O)C2CCC2)cc1,8.1,-1.5
Clc1ccc(OCc2nn3c(-c4ccco4)nnc3s2)c(Cl)c1,-8.4,0.6
COc1cc(/C=N/N(C)c2ccccc2)ccc1O,12.4,-51.6
CCN(CC)S(=O)(=O)c1ccc(NC(=O)COC(=O)CN2C(=O)c3ccccc3C2=O)cc1,-5.7,-1.6
CC(C)C(=O)N1CCCC1(C)C(=O)Nc1ccc2c(c1)OCO2 (stereo not drawn),-1.8,2.4
Cn1c(SCC(=O)n2c3c(c4ccccc42)CCCC3)nnc1-c1ccccc1,-7.5,0.5
Cc1ccc2[nH]c(=O)c(CN(Cc3cccnc3)C(=O)c3ccncc3)cc2c1,-1.3,-0.8
CCCc1nnc(NC(=O)c2ccc(N3C(=O)C4C5C=CC(C5)C4C3=O)cc2)s1 (stereo not drawn),-0.6,6.2
Nc1nnc(SCc2ccc(F)cc2)s1,-12.6,-2.7
Cc1c(C(=O)Nc2ccccc2-c2ccccc2)cccc1[N+](=O)[O-],14.5,-1.8
CCc1ccc(OCc2nc(-c3ccccn3)no2)c(Br)c1,1.4,-4.6
CCc1ccc(NC(=O)CN(c2cc(C)cc(C)c2)S(=O)(=O)c2c(C)[nH]c(=O)[nH]c2=O)cc1,7.5,-0.4
CCC(=O)Nc1cccc(NC(=O)CSc2nnnn2C2CCCC2)c1,-5.0,-0.6
O=C1c2ccccc2C(=O)N1CCc1csc(NNc2nc(CCN3C(=O)c4ccccc4C3=O)cs2)n1,0.0,1.4
Cc1ccc(S(=O)(=O)c2c(N)n(CCN3CCOCC3)c3nc4ccccc4nc23)cc1C,1.8,2.1
Cc1cccc(Oc2coc3cc(OC(=O)c4cc5ccccc5oc4=O)ccc3c2=O)c1,-10.9,0.1
CC1(C)CC(=O)C2=C(C1)N=c1s/c(=C/c3ccc(F)c(F)c3)c(=O)n1C2c1ccc(F)cc1 (stereo not drawn),-4.5,-2.7
CCN(CC)c1nc(N)c2c(N)nc3c(c2c1C#N)CC(c1ccccc1)O3 (stereo not drawn),3.1,6.5
CCOC(=O)CSc1nnnn1-c1cc(OC)ccc1OC,32.6,-3.7

# Following part.
SMILES,miR-122 sensor,Cneo AK release
O=C(NC(Nc1nc2ccc([N+](=O)[O-])cc2s1)(C(F)(F)F)C(F)(F)F)c1ccccc1,-45.7,-3.7
CC(=NCc1ccc2c(c1)OCO2)C1=C(O)c2ccccc2C1=O,-1.0,0.8
CN(C)/C=C/C(=O)c1nnn(C2CCCCC2)c1NC1CCCCC1,0.0,3.1
O=C(Nc1ccc(Cl)cc1C(=O)NCC1CCCO1)c1ccco1 (stereo not drawn),7.8,0.4
C=CCNc1nc2c(c(=O)n(C)c(=O)n2C)n1CCCCCC,-22.3,-1.9
CCN1CCN(C(=O)CSc2cc(=O)n(CC)c3ccccc23)CC1,5.2,7.0
CC(C)[C@H](NC(=O)NCc1ccc(Cl)cc1)C(=O)O,-2.7,-0.3
COc1ccc(N(CC(=O)NCc2ccco2)S(C)(=O)=O)cc1,-5.8,1.4
Cc1nc(N2CCN(c3ccccc3)CC2)nc2c1C(=O)CCC2,-17.1,-1.2
CC1(c2cc(C(F)(F)F)n3nc(C(=O)O)cc3n2)CC1,-6.4,20.5
O=C(CSc1nc2ccccc2[nH]1)N1CCCCC1,-7.7,-2.4
Cc1cc(C)nc(N2CCCC(C(=O)NC(C)CCc3ccco3)C2)n1 (stereo not drawn),1.9,-0.2
COc1ccccc1NC(=O)c1ccc(NS(=O)(=O)c2c(C)noc2C)cc1,6.2,-6.3
COc1ccc(-c2cc(C(F)(F)F)c3c(=O)n(-c4ccccc4)[nH]c3n2)cc1,1.2,0.3
O=c1/c(=C\c2cc([N+](=O)[O-])cc([N+](=O)[O-])c2O)sc2nc3ccccc3n12,-5.4,1.6
COc1cc(NC(=O)c2cccs2)c(OC)cc1NC(=O)c1cccs1,-0.1,1.8
O=C(NC1CC1)C1C2C3C4CC5C3C5C4C12 (stereo not drawn),-5.6,0.9
CCc1ccc(CNC(=O)C2CCN(c3nnc(C)c4c(C)n(-c5ccc(C)cc5)nc34)CC2)cc1,-6.9,-0.1
CCOC(=O)c1ccccc1NC(=O)C1CCN(c2ncnc3sc(C)c(C)c23)CC1,-4.0,2.4
CCOC(=O)C(C)Sc1ncnc2nc[nH]c12 (stereo not drawn),-15.7,-1.8
Cc1[nH][nH]c(=O)c1C(c1c(C)[nH][nH]c1=O)c1cn(Cc2ccc(F)cc2)c2ccccc12,13.7,-1.6
Cn1c(=O)c2c(nc(CN3CCOCC3)n2CC(O)CO)n(C)c1=O (stereo not drawn),-4.7,-0.2
NC(=O)c1ccsc1NC(=O)CSc1nc2ccccc2c(=O)n1CCCO,-4.2,6.2
Nc1c(Cl)cc(Cl)cc1C(=O)OCC(=O)N1CCCC1=O,3.0,-2.1
C#CCn1c(=NC(=O)c2ccc(S(=O)(=O)N3CCc4ccccc4C3)cc2)sc2cc(S(N)(=O)=O)ccc21,18.6,-0.5

# One compound at a time (already shown):
# O=C(CSc1nc2ccccc2[nH]1)N1CCCCC1 as listed: miR-122 sensor = -7.7; Cneo AK release = -2.4
# COc1ccccc1NC(=O)c1ccc(NS(=O)(=O)c2c(C)noc2C)cc1 as listed: miR-122 sensor = 6.2; Cneo AK release = -6.3
# CN(C)/C=C/C(=O)c1nnn(C2CCCCC2)c1NC1CCCCC1 as listed: miR-122 sensor = 0.0; Cneo AK release = 3.1

# Going on with the list:
SMILES,miR-122 sensor,Cneo AK release
CC(C)OC(=O)C(C(=O)C(F)(F)F)c1cc(NS(=O)(=O)c2ccc3ccccc3c2)c2ccccc2c1O (stereo not drawn),29.3,-0.2
C=CCN(c1ccccc1)S(=O)(=O)c1cccc(C(=O)O)c1,1.0,-5.7
Cc1cccc(NC(=S)NNC(=S)NCc2ccccc2)c1,25.7,-1.1
c1ccc(Cn2nnc3c(N4CCCC4)ncnc32)cc1,0.7,-6.1
COCC(=O)N(Cc1cc2ccc(C)cc2[nH]c1=O)c1ccc(OC)cc1,-9.2,3.1
COCCn1c(SCC(=O)N(C(C)C)C(C)C)nnc1-c1cc2ccccc2cc1O,2.3,11.4
COC(=O)c1ccc(CSc2nnnn2C)o1,1.2,-0.8
COC(=O)C1=C(C)N=c2s/c(=C/c3ccoc3)c(=O)n2C1c1ccccc1 (stereo not drawn),-1.8,2.1
CC1CCN(S(=O)(=O)c2ccc3c(c2)c(=O)c(C(=O)NC2CCCC2)cn3C)CC1,-14.2,0.9
Cc1ccc(C)c(CSc2nnc(-c3cccnc3)o2)c1,355.7*,-6.6
Cc1ccc(CNC(=O)C(C)OC(=O)c2ccco2)cc1 (stereo not drawn),0.3,1.0
CC1=C(C(=O)Nc2ccc(Cl)cc2)C(c2ccco2)NC(=O)N1 (stereo not drawn),22.6,-0.7
COc1ccc(NC(=O)CSc2nc3n[nH]c(C)c3c(=N)n2-c2ccc(Cl)c(C)c2)cc1OC,5.5,-1.3
CCNC(=O)c1cc(Br)ccc1Cl,15.2,2.0
CCC(CC)NCc1ccc(OC)cc1OC,-2.2,1.1
O=[N+]([O-])c1ccc(/C=N/Nc2nc(N3CCCC3)nc(N3CCCC3)n2)o1,-3.6,11.9
Cc1ncc2c(c1OC(=O)c1ccccc1)COC(C)(C)OC2,0.4,10.9
Cc1c(-c2ccccc2)cn2c1-c1ccc(C)n1CC2,248.0*,2.3

# Already shown: 3 of the compounds above.
SMILES,miR-122 sensor,Cneo AK release
CC(C)OC(=O)C(C(=O)C(F)(F)F)c1cc(NS(=O)(=O)c2ccc3ccccc3c2)c2ccccc2c1O (stereo not drawn),29.3,-0.2
C=CCN(c1ccccc1)S(=O)(=O)c1cccc(C(=O)O)c1,1.0,-5.7
Cc1cccc(NC(=S)NNC(=S)NCc2ccccc2)c1,25.7,-1.1

# By substructure, those above with bromine (four)
SMILES,miR-122 sensor,Cneo AK release
O=C(CNC(=O)c1ccco1)OCc1ccc(Br)cc1,0.7,4.1
COc1ccc(CCC(=O)Nc2ccc(Br)cn2)cc1,-4.3,-0.8
CCc1ccc(OCc2nc(-c3ccccn3)no2)c(Br)c1,1.4,-4.6
CCNC(=O)c1cc(Br)ccc1Cl,15.2,2.0
